Screening results as filed in PubChem BioAssay.
TCR CD3 inh = human TCR-CD3 binding inhibition; TAMRA-labeled TCR probe fluorescence, biochemical; inhibition, % at 9.4 µM; hit rate 0.37% among 360,000; AID 651800; in the data active = inhibition above about 19%;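 also: recombinant mutant TCR 2C K166C tagged with TAMRA read by polarization; 0% = receptor in buffer alone and 100% = receptor with positive control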
HTRA1 inh = inhibitors of human serine peptidase HTRA1; Q92743; recombinant HTRA1, FP-rhodamine activity-based probe, fluorescence polarization; inhibition, % at 5.96 µM; hit rate 0.5% among 340,000; AID 504803; in the data active = inhibition above about 36%;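 also: 0% = enzyme with DMSO and 100% = wells lacking enzyme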
PRMT1 FP inh = blocks human protein arginine methyltransferase 1; Q99873; recombinant PRMT1, activity-based probe fluorescence polarization; inhibition, % at 2.79 µM; hit rate 1.3% among 370,000;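 active = inhibition above about 21% made by adding two undisclosed values, limit read from the data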
Target sequence (Q99873 whole entry, looked up): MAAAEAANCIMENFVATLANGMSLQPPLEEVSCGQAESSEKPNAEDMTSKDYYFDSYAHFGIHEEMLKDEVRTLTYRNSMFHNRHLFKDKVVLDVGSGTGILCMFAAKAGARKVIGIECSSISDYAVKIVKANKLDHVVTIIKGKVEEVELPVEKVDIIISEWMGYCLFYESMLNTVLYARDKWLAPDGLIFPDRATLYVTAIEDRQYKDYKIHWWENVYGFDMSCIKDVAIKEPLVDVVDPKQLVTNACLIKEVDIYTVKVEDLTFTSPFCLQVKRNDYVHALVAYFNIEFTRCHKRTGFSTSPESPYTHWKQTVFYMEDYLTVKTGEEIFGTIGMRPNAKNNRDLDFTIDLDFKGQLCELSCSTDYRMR
TDP2 absorb = blocks human TDP2 phosphodiesterase activity; recombinant TDP2, T5PNP hydrolysis, p-nitrophenol absorbance 415 nm; hit rate 0.34% among 370,000; O95551; inhibition, % at 12.8 µM;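 active = inhibition above the mean of all tested compounds plus 3 SD, set per campaign, cut at about 25% in these data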;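 also: 0% = DMSO with enzyme and 100% = buffer with substrate but no TDP2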
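Incubation: 2 h at 37 °C; Test system: recombinant human TDP2; Quantity: enzyme 120 nM; Read-out basis: percent inhibition; Medium: 50 mM Tris-HCl pH 7.5 with Mg2+, KCl, DTT, BSA; Repeats: single replicate; Compound: 12.8 µM single point, 1% DMSO; Signal: epi absorbance; Reagent: 5 mM T5PNP chromogenic substrate; Benchmarks: no-enzyme high, DMSO-plus-enzyme low.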
ABHD4 inh = inhibits mouse alpha/beta hydrolase domain 4. purified mABHD4, FP-Rh probe fluorescence polarization. inhibition, % at 8.92 µM. hit rate 0.54% among 370,000. AID 720543;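 active = inhibition exceeding the mean over every tested compound plus 3 SD, cut at about 30% in these data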;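 also: 0% = plate median of compound wells and 100% = S159A mutant with DMSO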
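Test system: mABHD4 protein; Read-out basis: % inhibition; Incubation: 45 min + 60 min at 25 °C; Repeats: single replicate; Technique: fluorescence polarization with parallel and perpendicular emission, 525/598 nm; Compound: 8.92 µM, single dose; Benchmarks: full inhibition S159A mutant plus DMSO, zero as sample-well median.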
rCAG RNA binder = molecules binding r(CAG) RNA repeats | r(CAG) RNA repeat, TO-PRO-1 dye displacement fluorescence | hit rate 1.3% among 370,000 | inhibition, % at 3 µM;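 active = inhibition above the plate cutoff, the mean of all test compounds on that plate plus 3 SD, cut at about 35% in these data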;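 also: 0% = DMSO alone and 100% = 100 µM mitoxantrone as full dye displacement; higher means more dye released from RNA so lower well fluorescence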
Rev-erbA mod = Rev-erb alpha (human) modulation. P20393. Rev-erbα–FITC-DNA binding, fluorescence polarization, 90 min. activity, % at 10 µM. hit rate 0.79% among 370,000. AID 1259318;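 active = activity above about 14%, limit read from the data; passing the limit was not always enough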;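 also: 0% = DMSO wells with 35 nM protein and 100% = DMSO wells with 750 nM protein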
SIAE primary = blocks human sialic acid acetylesterase; Q9HAT2; SIAE FP-Rh probe binding, fluorescence polarization; inhibition, % at 9.66 µM; hit rate 0.69% among 370,000; AID 1053197;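 active = inhibition above a cutoff: mean of compounds within the control limits plus 3 SD of those, cut at about 17% in these data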;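 also: 0% = plate median of compound wells and 100% = probe without SIAE protein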
Target sequence (Q9HAT2 whole entry, looked up): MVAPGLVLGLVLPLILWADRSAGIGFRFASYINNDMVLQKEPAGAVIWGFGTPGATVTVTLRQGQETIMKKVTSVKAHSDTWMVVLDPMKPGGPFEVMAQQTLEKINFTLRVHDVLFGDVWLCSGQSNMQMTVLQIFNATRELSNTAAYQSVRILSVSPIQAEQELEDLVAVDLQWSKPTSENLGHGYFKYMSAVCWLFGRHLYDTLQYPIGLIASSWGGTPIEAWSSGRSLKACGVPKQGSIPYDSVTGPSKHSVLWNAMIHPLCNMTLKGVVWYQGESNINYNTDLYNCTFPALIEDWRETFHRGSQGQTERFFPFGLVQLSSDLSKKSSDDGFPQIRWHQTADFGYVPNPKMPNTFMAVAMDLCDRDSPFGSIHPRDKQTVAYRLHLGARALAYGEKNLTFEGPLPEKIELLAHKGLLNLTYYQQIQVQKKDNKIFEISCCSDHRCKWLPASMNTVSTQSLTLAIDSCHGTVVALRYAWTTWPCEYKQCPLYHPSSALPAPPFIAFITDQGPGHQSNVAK
PG9 binder = small molecules binding HIV-1 gp120 antibody PG9; TR-FRET gp120-PG9 antibody binding; inhibition, % at 6.7 µM; hit rate 0.43% among 360,000; AID 624416; in the data active = inhibition above about 8.5%
LEDGF integ inh = blocks HIV-1 LEDGF/p75-dependent DNA integration | TR-FRET IN-LEDGF/p75 DNA integration, Eu/Cy5 | inhibition, % at 3.7 µM | hit rate 0.64% among 370,000 | AID 743269;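 active = inhibition above the screen-wide mean plus 3 SD, cut at about 13% in these data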;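 also: signal is the Cy5 over europium emission ratio at 671 and 618 nm; 0% = plate median of compound wells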
Numbers without * were called inactive; . = no result given. Only part of the results is shown; the hit share may differ from the screen's.

SMILES	TCR CD3 inh	HTRA1 inh	PRMT1 FP inh	TDP2 absorb	ABHD4 inh	rCAG RNA binder	Rev-erbA mod	SIAE primary	PG9 binder	LEDGF integ inh
Cc1ccc(-c2csc3ncn(C(C)C(=O)O)c(=O)c23)cc1 (stereo not given)	4	-4	4	5	-5	-2	-2	7	-0.4	1
Cc1ccc(Nc2nc(N)nc(CN3CCC(C)CC3)n2)c(C)c1	1	1	1	-4	-10	1	3	10	-0.2	2
COc1ccc(-c2nc(CSCC(=O)N3CCN(C(=O)c4ccco4)CC3)c(C)o2)cc1OC	4	-1	-2	-9	1	0	5	-2	0.9	-2
COc1ccc(CNCc2ccco2)cc1OCc1ccccc1	-1	-1	-3	-5	8	-5	-3	13	1.9	2
CCc1nc2c(sc3nc4c(cc32)COC(C)(C)C4)c(=O)n1Cc1ccccc1	1	2	-3	6	3	-1	1	2	-0.8	-2
CC(=O)Nc1c(O)nc(SCC(=O)Nc2cccc(C)c2)[nH]c1=O	4	-2	54*	6	9	-2	-5	3	0.6	0
CCN(CC(=O)Nc1ccccc1C(F)(F)F)C(=O)C1CCN(C(=O)Nc2ccccc2)CC1	-7	4	1	-5	3	-2	-2	4	0.3	-3
O=C(OCc1nc2ccccc2s1)C1CCN(C2=NS(=O)(=O)c3ccccc32)CC1	4	-9	5	-4	5	1	0	-8	2.3	0
O=C(COC(=O)c1cc(S(=O)(=O)N2CCOCC2)ccc1Cl)NCc1ccc2c(c1)OCO2	-6	-5	1	1	5	1	-9	8	0.7	-3
COc1ccc(-n2nc(C(C)=O)c(=O)[nH]c2=O)cc1	2	2	2	5	-3	1	2	-4	-0.9	5
CC(=O)c1cc(C#N)c(Oc2ccccc2)nc1C	7	4	0	-4	-2	-2	1	-1	-1.2	0
Cc1cc2cc3c(=O)[nH]c(=O)nc-3n(CC(O)C(O)C(O)CO)c2cc1C (stereo not given)	-4	-1	10	4	11	6	-1	0	1.2	2
Cc1ccc(NC2CCCN(C(=O)c3snnc3C)C2)cc1C (stereo not given)	-3	6	-1	-1	1	-3	-1	-3	-1.1	1
CCOC(=O)N1CCN(CC(=O)N2c3ccccc3CC2C)CC1 (stereo not given)	-2	5	0	-10	11	-3	5	2	1.4	1
CCOC(=O)NC(=O)CSc1nnnn1-c1ccccc1	-9	1	4	1	-13	-1	-4	-7	-0.4	1
CC(C)[C@@H]1Cc2[nH][nH]c(=O)c2[C@H](CCc2ccccc2)O1	-2	.	1	6	11	5	9	8	0.0	3
CC(OC(=O)c1ccc(NS(=O)(=O)c2ccc3[nH]c(=O)[nH]c3c2)cc1)C(=O)Nc1cccc(Cl)c1Cl (stereo not given)	7	-49	1	-4	-55	7	5	-44	-1.0	3
COc1ccc(-c2cc(-c3nnc(SCc4cccc5ccccc45)n3N)[nH]n2)cc1	.	.	8	-8	-13	16	-2	-3	.	1
O=C(Nc1ccc2c(c1)OCCO2)c1cccc(C(=O)Nc2ccc3c(c2)OCCO3)c1	-4	-6	3	-8	2	7	0	0	1.9	0
CCC(Oc1ccccc1C)C(=O)N1CCCN(C)CC1 (stereo not given)	-5	1	5	-14	-14	-7	0	1	1.4	-1

A different layout for part of the listing above.
| molecule | TCR CD3 inh | HTRA1 inh | PRMT1 FP inh | TDP2 absorb | ABHD4 inh | rCAG RNA binder | Rev-erbA mod | SIAE primary | PG9 binder | LEDGF integ inh |
| --- | --- | --- | --- | --- | --- | --- | --- | --- | --- | --- |
| Cc1ccc(-c2csc3ncn(C(C)C(=O)O)c(=O)c23)cc1 (stereo not given) | 4 | -4 | 4 | 5 | -5 | -2 | -2 | 7 | -0.4 | 1 |
| CC(OC(=O)c1ccc(NS(=O)(=O)c2ccc3[nH]c(=O)[nH]c3c2)cc1)C(=O)Nc1cccc(Cl)c1Cl (stereo not given) | 7 | -49 | 1 | -4 | -55 | 7 | 5 | -44 | -1.0 | 3 |
| CCOC(=O)N1CCN(CC(=O)N2c3ccccc3CC2C)CC1 (stereo not given) | -2 | 5 | 0 | -10 | 11 | -3 | 5 | 2 | 1.4 | 1 |
| CC(=O)Nc1c(O)nc(SCC(=O)Nc2cccc(C)c2)[nH]c1=O | 4 | -2 | 54* | 6 | 9 | -2 | -5 | 3 | 0.6 | 0 |
| O=C(OCc1nc2ccccc2s1)C1CCN(C2=NS(=O)(=O)c3ccccc32)CC1 | 4 | -9 | 5 | -4 | 5 | 1 | 0 | -8 | 2.3 | 0 |
| O=C(Nc1ccc2c(c1)OCCO2)c1cccc(C(=O)Nc2ccc3c(c2)OCCO3)c1 | -4 | -6 | 3 | -8 | 2 | 7 | 0 | 0 | 1.9 | 0 |

The results go on.
SMILES	TCR CD3 inh	HTRA1 inh	PRMT1 FP inh	TDP2 absorb	ABHD4 inh	rCAG RNA binder	Rev-erbA mod	SIAE primary	PG9 binder	LEDGF integ inh
COCCNC(=O)C1CCCN(C(=O)c2cc(C)nn2C(C)(C)C)CC1 (stereo not given)	1	.	-1	1	7	2	-2	8	1.4	-1
C=CCN=C1NN=C(c2cc(C)n(CC=C)c2C)CS1	1	17	1	-2	21	14	-7	2	-1.3	0
CC(NC(=O)CN(C)Cc1cccs1)c1ccccc1 (stereo not given)	-8	-1	1	0	3	-8	0	1	-1.3	3
Cn1c(=O)oc2cc(S(=O)(=O)NC(Cc3ccccc3)C(=O)N3CCCCC3)ccc21 (stereo not given)	10	-1	0	-7	2	4	-6	0	-1.7	-4
COc1ccc(CNC(=O)C2CCCN(S(=O)(=O)c3c(C)noc3/C=C/N(C)C)C2)cc1 (stereo not given)	5	-29	-2	16	-9	28	-6	16	0.6	4
CCCCCCCc1c(O)nc(SCCN(C)C)[nH]c1=O	4	1	14	-7	1	0	-4	-3	0.1	-2
CC(C)(C)n1nnnc1C(c1cccs1)N1CCN(C(=O)c2ccco2)CC1 (stereo not given)	3	2	1	0	5	-6	1	-3	0.2	0
O=C(NCCCc1ccccc1)C1CCC(=O)N(CCc2ccc(Cl)cc2)C1 (stereo not given)	-1	0	-2	3	-4	-10	-1	3	-0.8	0
COc1ccc(-c2c(-c3ccc4c(c3)OCO4)c3ccccc3n2C)cc1	9	16	-2	8	16	8	-4	1	-0.4	3
O=[N+]([O-])/C(C=Nc1ccccc1O)=C\Nc1ccccc1O	-9	11	8	-7	22	-2	8	4	-3.2	-1
Cc1ccc(C)c(N2CCN(C(=O)CCc3nc(-c4cccc(F)c4)no3)CC2)c1	6	-18	-4	8	-8	1	4	6	0.0	-11
O=C1Nc2ccccc2C1=NN=Cc1ccco1	5	.	-4	7	2	3	-1	3	-4.2	6
CCCCSc1nnc2[nH]c(=O)cc(N)n12	1	0	2	11	-3	1	2	-2	1.5	4
CCc1nnc(N/N=C/c2c(Cl)cccc2Cl)n1N	7	4	-2	60*	4	-1	7	-1	0.6	49*
C=CCOc1ccc(/C(O)=C2/C(=O)C(=O)N(CCCN3CCOCC3)C2c2ccc(OC)cc2)cc1 (stereo not given)	9	-7	1	-4	-5	8	1	0	-0.9	2
CN(CCc1ccccn1)C(=O)c1cc2ccccn2n1	.	.	0	-3	0	4	-1	-3	.	-2
O=C(CSc1nc(-c2ccc(F)cc2)cs1)NCC1CCCO1 (stereo not given)	-2	1	-2	-2	8	0	-2	4	-0.2	-3
Cc1cc(=O)n2ccsc2n1	6	1	-1	-5	-6	0	-3	1	-1.5	1
CC(C)N(c1ccccc1)c1ccc(NC(=O)C2CCCO2)cc1 (stereo not given)	-10	0	-2	-6	1	-6	6	6	-1.3	0
COc1ccc(-c2nc(CS(=O)CC(=O)NC3CCCCC3C)c(C)o2)cc1OC (stereo not given)	3	-4	5	5	6	-1	-7	12	1.4	0

Among those listed so far, two have a tert-butyl group.
SMILES	TCR CD3 inh	HTRA1 inh	PRMT1 FP inh	TDP2 absorb	ABHD4 inh	rCAG RNA binder	Rev-erbA mod	SIAE primary	PG9 binder	LEDGF integ inh
COCCNC(=O)C1CCCN(C(=O)c2cc(C)nn2C(C)(C)C)CC1 (stereo not given)	1	.	-1	1	7	2	-2	8	1.4	-1
CC(C)(C)n1nnnc1C(c1cccs1)N1CCN(C(=O)c2ccco2)CC1 (stereo not given)	3	2	1	0	5	-6	1	-3	0.2	0

Four compounds out of the list above, sorted by their value in TDP2 absorb, falling:
molecule | TDP2 absorb
COCCNC(=O)C1CCCN(C(=O)c2cc(C)nn2C(C)(C)C)CC1 (stereo not given) | 1
Cc1cc(=O)n2ccsc2n1 | -5
CC(C)N(c1ccccc1)c1ccc(NC(=O)C2CCCO2)cc1 (stereo not given) | -6
CCCCCCCc1c(O)nc(SCCN(C)C)[nH]c1=O | -7

(next part)
SMILES	TCR CD3 inh	HTRA1 inh	PRMT1 FP inh	TDP2 absorb	ABHD4 inh	rCAG RNA binder	Rev-erbA mod	SIAE primary	PG9 binder	LEDGF integ inh
O=C(Nc1ccc(S(=O)(=O)N2CCOCC2)cc1)C1CCN(S(=O)(=O)c2ccccc2)CC1	-6	-2	5	-22	-16	9	9	-7	0.0	-3
Cc1cc(C)c2c(=O)[nH]n(C3CC(C)N(C)CC3C)c2n1 (stereo not given)	-1	-1	-4	-8	-2	-1	-2	1	0.0	-2
CCOC(=O)c1c(C)[nH]c(C(=O)OCC(=O)N2CCN(S(=O)(=O)c3ccc(C)cc3C)CC2)c1C	-1	-7	1	-5	-6	7	3	-6	2.1	-11
Cc1cc(C)c(C#N)c(SCc2ccccc2[N+](=O)[O-])n1	4	-26	-1	-9	-10	6	7	-2	-1.6	6
CCOCCc1nnc(NC(=O)C(C)Oc2ccccc2)s1 (stereo not given)	-5	3	3	8	4	-3	0	-5	-0.2	-4
CSc1ncccc1C(=O)OCC(=O)NC1CCCCC1	5	9	0	3	-1	2	-7	1	-0.5	0
Nc1nc(NCc2ccco2)nc(NCCO)c1[N+](=O)[O-]	-3	7	-3	4	4	0	-4	9	-1.5	-4
O=C1CCCN1CCC1CCN(C2CC(=O)N(c3ccc(Cl)cc3)C2=O)CC1 (stereo not given)	0	-6	50*	-6	3	-3	-1	-4	1.5	-1
CNc1nc2[nH]c(=O)c3c(c2s1)OC(N)=C(C#N)C3c1ccccc1 (stereo not given)	-1	7	8	0	6	10	0	0	1.2	-10
Cc1ccc(S(=O)(=O)N(C)C)cc1NC(=O)COC(=O)Cc1ccccc1F	2	-1	-2	6	1	-1	4	0	-0.5	1
COc1ccc(C(=O)N/C(=C/c2cccnc2)C(=O)N2CCOCC2)cc1OC	6	0	-2	-9	3	-5	1	-4	1.3	-2
COC(=O)C1CN(Cc2ccc(F)cc2)CCS(=O)(=O)N1Cc1ccc(C)cc1 (stereo not given)	.	.	-5	-9	-3	0	-6	-1	.	3
Cc1ccccc1CC(=O)N1CCCC(CCC(=O)N2CCN(c3ccccn3)CC2)C1 (stereo not given)	1	-1	-5	-4	-6	-10	-1	-7	-0.4	6
O=[N+]([O-])c1ccc(C2=NCCO2)cc1	-6	13	-3	-7	1	1	0	7	-0.8	5
CCOC(=O)N1CCC2CC1c1cc(-c3cccc(OC)c3)ccc12 (stereo not given)	-2	-23	-3	-4	0	1	3	1	-1.8	5
